Source: PubChem
Pf growth 48h: P. falciparum growth inhibition at 48 hours (one generation) | P. falciparum luciferase growth in erythrocytes, 48 h | Potency, µM (highest dose often 28.7 µM), inactives show at the highest dose activity change, negative = inhibition, hits mostly inhibitors | hit rate 5.9% among 310,000; also: potency is read from the fitted curve at half-maximal effect; % is scaled to controls: 0 for no effect and ±100 for the full control effect
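Parasite viability was followed by luminescence of a genomically integrated firefly luciferase. Cultures held 0.1% parasitemia at 2% hematocrit (final), incubated under 5% CO2 at 37 C.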
HCV inhibitor: inhibitors of hepatitis C virus infection; Huh7.5.1 HCVcc-Cre infection, luciferase reporter, 44 h; Potency, µM (highest dose often 41.8 µM), inactives show at the top dose activity change, negative = inhibition, actives largely listed as inhibitors; hit rate 3.4% among 340,000; AID 651820; also: potency is read from the fitted curve at half-maximal effect; % is scaled to controls: 0 for no effect and ±100 for the full control effect
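Compounds are dispensed onto cells plated 4 h earlier at 1,000 per well, with HCVcc-Cre virus (about 0.5 moi) added next. Following 44 h of culture, luminescent signal is measured for 15 sec after 15 min with substrate at room temperature.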
Giardia FBPA inh: blocks Giardia fructose-bisphosphate aldolase activity. hit rate 0.71% among 290,000. Potency, µM (doses to about 59.6 µM), inactives show at the highest dose activity, negative = inhibition, actives largely listed as inhibitors. purified Giardia FBPA. A8B2U2; also: potency is read from the fitted curve at half-maximal effect; % is scaled to controls: 0 for no effect and ±100 for the full control effect; nearly all actives have a fitted effect of over 55% in size
Target sequence (A8B2U2 whole entry, looked up): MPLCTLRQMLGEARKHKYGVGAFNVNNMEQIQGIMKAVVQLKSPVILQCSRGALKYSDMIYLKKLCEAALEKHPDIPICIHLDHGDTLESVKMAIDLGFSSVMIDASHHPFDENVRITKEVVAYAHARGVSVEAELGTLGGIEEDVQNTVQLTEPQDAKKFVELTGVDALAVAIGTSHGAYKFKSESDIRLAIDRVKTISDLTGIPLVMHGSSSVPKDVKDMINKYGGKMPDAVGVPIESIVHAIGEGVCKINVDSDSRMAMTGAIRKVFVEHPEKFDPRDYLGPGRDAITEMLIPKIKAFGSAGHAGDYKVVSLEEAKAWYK
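Giardia FBPA (40 nM reagent) was preincubated 10 min at RT with compound (up to 57.5 uM final), then substrate plus GAPDH/TPI/NAD/arsenate coupling system with diaphorase/resazurin was added; resorufin fluorescence (525/598 nm) was read after 20 min.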
Cycloheximide cs: counter-screen hit for Shiga toxin inhibitors, cycloheximide. cell reporter, cycloheximide protein synthesis inhibition counterscreen. AID 2314. max response, %. hit rate 12% among 300,000; in the data active = max response mostly above about 13%, no sharp cut-off; inactive = mostly below about 14%; also: read at 38.3 µM for the half of the compounds with a filed dose; 0% is about no effect
Pf growth 96h: inhibits malaria parasite growth, 96 h | P. falciparum luciferase reporter growth, 96 h | Potency, µM (series often up to 28.7 µM), for the others: at the highest dose activity change, negative = inhibition, hits mostly inhibitors | hit rate 6.9% among 320,000 | AID 504834; also: potency is read from the fitted curve at half-maximal effect; % is scaled to controls: 0 for no effect and ±100 for the full control effect
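Two parasite generations (96 h, 37 C, 5% CO2) of compound exposure in infected erythrocytes (0.05% parasitemia, 2% hematocrit). Luciferase-reporter P. falciparum; decreased luminescence indicates inhibited growth, aimed at apicoplast-acting delayed death.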
Shiga toxin inh: Shiga toxin inhibition. AID 2315. inhibition, % at 38.7 µM. hit rate 9.2% among 290,000. Vero cells, Shiga toxin protein synthesis inhibition reporter; in the data active = inhibition mostly above about 28%, no sharp cut-off; inactive = mostly below about 43%; also: 0% is about no effect
Numbers without * were called inactive; [ ] = another dose, or the depositor's remark. Unless noted, calls follow the shape of the dose curve; as a rule, active = well fitted curve in the direction sought with a large enough effect; inconclusive = small, poorly fitted or top-dose-only effect, or another doubt; inactive = no such curve, though single readings can be large; an effect the other way counts as inactive or inconclusive.

How did O=S(=O)(Nc1cccc2[nH]ncc12)c1cccs1 do in these assays?
Pf growth 48h: -1%; HCV inhibitor: 4%; Giardia FBPA inh: -24%; Cycloheximide cs: -3; Pf growth 96h: 13%; Shiga toxin inh: -13

What do the screens show for `COc1ccc(C(=O)C2CCN(C(=O)c3ccc(F)cc3)CC2)cc1`?
Pf growth 48h: -8%; HCV inhibitor: 25µM*; Giardia FBPA inh: 14%; Cycloheximide cs: -1; Pf growth 96h: inconclusive; Shiga toxin inh: -3

How did Brc1ccccc1Cn1c(-c2cscn2)nc2ccccc21 do in these assays?
HCV inhibitor: inconclusive; Giardia FBPA inh: -3%; Cycloheximide cs: -5; Pf growth 96h: 10µM*; Shiga toxin inh: -10

How did C=CCN1C(=O)N(c2ccccc2)C(=O)C1CC(=O)Nc1ccc(OC)cc1 (stereo not drawn) do in these assays?
Pf growth 48h: 7%; HCV inhibitor: 26%; Giardia FBPA inh: 1%; Cycloheximide cs: 4; Pf growth 96h: -4%

How did CCOCCCn1c(C)nc2c(c1=O)c1nc3ccccc3nc1n2-c1ccc(C)cc1 do in these assays?
Pf growth 48h: 0%; HCV inhibitor: 10%; Giardia FBPA inh: -1%; Cycloheximide cs: 3; Pf growth 96h: inconclusive; Shiga toxin inh: -3

What do the screens show for `COc1ccc(C(C(=O)NCC2CCCO2)N(Cc2cccs2)C(=O)c2snc(C(N)=O)c2N)cc1` (stereo not drawn)?
Pf growth 48h: inconclusive; HCV inhibitor: inconclusive; Giardia FBPA inh: 9%; Cycloheximide cs: -4; Pf growth 96h: inconclusive; Shiga toxin inh: 6

How did Cc1cccc2c(=O)c(C(=O)NCCc3ccccc3)c[nH]c12 do in these assays?
Pf growth 48h: 21%; HCV inhibitor: -27%; Giardia FBPA inh: 17%; Cycloheximide cs: 15; Pf growth 96h: 4.7µM*

Results for CC(C)C(NC(=O)c1ccccc1)c1nnc(SCC(=O)Nc2nccs2)n1C (stereo not drawn) ?
Pf growth 48h: inconclusive; HCV inhibitor: 10%; Giardia FBPA inh: 3%; Cycloheximide cs: -4; Pf growth 96h: inconclusive; Shiga toxin inh: 7

What do the screens show for `Cc1ccc(S(=O)(=O)Nc2cccnc2)c(C)c1C`?
Pf growth 48h: 0%; HCV inhibitor: 9%; Giardia FBPA inh: 12%; Cycloheximide cs: 0; Pf growth 96h: 2%; Shiga toxin inh: 5

How did CCOC(=O)N1CCC(NC(=O)CCCC(=O)O)CC1 do in these assays?
Pf growth 48h: -5%; HCV inhibitor: 9%; Giardia FBPA inh: 1%; Cycloheximide cs: 1; Pf growth 96h: 7%; Shiga toxin inh: -7

How did COc1ccc([C@H]2CC(=O)C=C(c3cccc(OCc4ccccc4)c3)C2)cc1 do in these assays?
Pf growth 48h: 0%; HCV inhibitor: 2%; Pf growth 96h: inconclusive

Results for CCOC(=O)/C(C(N)=NC)=C(\O)c1ccccc1 ?
Pf growth 48h: -8%; HCV inhibitor: -1%; Giardia FBPA inh: -2%; Cycloheximide cs: -2; Pf growth 96h: inconclusive; Shiga toxin inh: -15

What do the screens show for `CCOc1ccccc1NC(=O)NNS(=O)(=O)c1ccc([N+](=O)[O-])cc1`?
Pf growth 48h: -6%; HCV inhibitor: 6%; Giardia FBPA inh: -1%; Cycloheximide cs: -1; Pf growth 96h: 0%; Shiga toxin inh: -3

What do the screens show for `CCOc1ccc(OCc2ccc(C(=O)OCc3ccccn3)o2)cc1`?
Pf growth 48h: 143%[activator]; HCV inhibitor: 8%; Giardia FBPA inh: -1%; Cycloheximide cs: 63*; Pf growth 96h: 10µM*; Shiga toxin inh: 143*

How did Fc1cccc(F)c1-c1nc(-c2ccc(Cl)cc2)no1 do in these assays?
Pf growth 48h: 447%[activator]; HCV inhibitor: 23%; Giardia FBPA inh: 0%; Cycloheximide cs: 56*; Pf growth 96h: 202%[activator]; Shiga toxin inh: 63*

What do the screens show for `COC(=O)C1SCC2C(=O)N(Cc3cccc(C)c3)CC(=O)N21` (stereo not drawn)?
Pf growth 48h: 1%; HCV inhibitor: -6%; Giardia FBPA inh: 7%; Cycloheximide cs: 4; Pf growth 96h: 17%; Shiga toxin inh: 31

How did CN(C)S(=O)(=O)c1cccc(NC(=O)/C=C/c2ccccc2[N+](=O)[O-])c1 do in these assays?
Pf growth 48h: -63%; HCV inhibitor: inconclusive; Giardia FBPA inh: 3%; Cycloheximide cs: 17; Pf growth 96h: inconclusive; Shiga toxin inh: 2

What do the screens show for `O=C1N=C(N2CCOCC2)S/C1=C\c1cccnc1`?
Pf growth 48h: -9%; HCV inhibitor: inconclusive; Giardia FBPA inh: -2%; Cycloheximide cs: -1; Pf growth 96h: -9%; Shiga toxin inh: 3

Results for CC1CCCCN1S(=O)(=O)c1ccc(N(C(=O)c2cnccn2)C(C(=O)NC2CCCC2)c2cccs2)cc1 (stereo not drawn) ?
Pf growth 48h: 13µM*; HCV inhibitor: inconclusive; Giardia FBPA inh: -10%; Cycloheximide cs: -4; Pf growth 96h: inconclusive; Shiga toxin inh: -5

What do the screens show for `CC(/C=C/c1ccco1)=N/NC(=O)c1ccccc1Cl`?
Pf growth 48h: 21%; HCV inhibitor: 9%; Giardia FBPA inh: -12%; Cycloheximide cs: 26*; Pf growth 96h: 0%; Shiga toxin inh: 24

Of the compounds above, these contain a furan ring, fused or not.
What do the screens show for `CCOc1ccc(OCc2ccc(C(=O)OCc3ccccn3)o2)cc1`?
Pf growth 48h: 143%[activator]; HCV inhibitor: 8%; Giardia FBPA inh: -1%; Cycloheximide cs: 63*; Pf growth 96h: 10µM*; Shiga toxin inh: 143*

What do the screens show for `CC(/C=C/c1ccco1)=N/NC(=O)c1ccccc1Cl`?
Pf growth 48h: 21%; HCV inhibitor: 9%; Giardia FBPA inh: -12%; Cycloheximide cs: 26*; Pf growth 96h: 0%; Shiga toxin inh: 24

(further entries)
What do the screens show for `CN(C)S(=O)(=O)c1cccc(COC(=O)c2cc([N+](=O)[O-])ccc2N2CCOCC2)c1`?
Pf growth 48h: 13µM*; HCV inhibitor: 13µM*; Pf growth 96h: 10µM*

What do the screens show for `CC(=O)c1ncnn1CC(=O)c1ccc(Cl)cc1Cl`?
Pf growth 48h: 12%; HCV inhibitor: 19%; Giardia FBPA inh: -2%; Cycloheximide cs: -2; Shiga toxin inh: -4

Results for Cc1ccccc1C(=O)OC1CCCN(C)C1 (stereo not drawn) ?
Pf growth 48h: 20%; HCV inhibitor: 7%; Giardia FBPA inh: inconclusive; Cycloheximide cs: -3; Pf growth 96h: -15%; Shiga toxin inh: -13

How did CCCCNC(=O)CSc1nc2cc3c(cc2c(=O)n1CCCC(=O)NCCc1ccc(OC)c(OC)c1)OCO3 do in these assays?
Pf growth 48h: 0%; HCV inhibitor: -29%; Giardia FBPA inh: 1%; Cycloheximide cs: 9; Pf growth 96h: -16%; Shiga toxin inh: 34

Results for CC(C)c1ccc(C(O)c2cnc(C(C)C)n2C)cc1 (stereo not drawn) ?
Pf growth 48h: inconclusive; HCV inhibitor: inconclusive; Giardia FBPA inh: -1%; Cycloheximide cs: 36*; Pf growth 96h: -24%; Shiga toxin inh: 47*

Results for CCn1nc(C(=O)N2CCN(Cc3nc4ccccc4s3)CC2)c2ccccc2c1=O ?
Pf growth 48h: 133%[activator]; HCV inhibitor: inconclusive; Pf growth 96h: 48%[activator]

What do the screens show for `COc1ccc(C(=O)Nc2ccccc2N2CCOCC2)cc1Br`?
Pf growth 48h: inconclusive; HCV inhibitor: -26%; Giardia FBPA inh: -9%; Cycloheximide cs: 2; Pf growth 96h: inconclusive; Shiga toxin inh: -13

How did Cc1ccc([C@@H]2[C@@H]3C(=O)N(C)C(=O)[C@@H]3[C@@H]3C(=O)Nc4ccccc4C(=O)N23)cc1 do in these assays?
Pf growth 48h: 41%[activator]; HCV inhibitor: -5%; Giardia FBPA inh: 1%; Cycloheximide cs: -2; Pf growth 96h: 14%; Shiga toxin inh: -5

What do the screens show for `COc1cccc(N2CCN(S(=O)(=O)c3ccc4c(c3)oc(=O)n4C)CC2)c1`?
Pf growth 48h: 6%; HCV inhibitor: -1%; Giardia FBPA inh: 14%; Cycloheximide cs: 17*; Pf growth 96h: inconclusive; Shiga toxin inh: 15

How did C=CCOCCN(C)C1=NS(=O)(=O)c2ccccc21 do in these assays?
Pf growth 48h: 13%; HCV inhibitor: -12%; Giardia FBPA inh: 1%; Cycloheximide cs: -4; Pf growth 96h: 35%[activator]; Shiga toxin inh: -14

What do the screens show for `CN(C(=O)c1cc(-c2ccc3c(c2)OCO3)on1)c1ccccc1`?
Pf growth 48h: 82%[activator]; HCV inhibitor: -29%; Giardia FBPA inh: 4%; Cycloheximide cs: 34*; Pf growth 96h: -14%; Shiga toxin inh: 95*

Results for CCc1nnc(NC(=O)c2cc(S(=O)(=O)N(CC)CC)ccc2Cl)s1 ?
Pf growth 48h: inconclusive; HCV inhibitor: inconclusive; Giardia FBPA inh: -1%; Cycloheximide cs: -3; Shiga toxin inh: 11

Results for COc1ccccc1NS(=O)(=O)c1ccc(/C=C/C(=O)N2CCN(C(C)=O)CC2)cc1 ?
Pf growth 48h: inconclusive; HCV inhibitor: 19%; Pf growth 96h: inconclusive

How did Clc1ccc(CO/N=C/c2cccs2)cc1 do in these assays?
Pf growth 48h: inconclusive; HCV inhibitor: 7%; Giardia FBPA inh: -2%; Cycloheximide cs: 1; Pf growth 96h: 0%; Shiga toxin inh: 1

Results for O=C(COC(=O)c1ccc(S(=O)(=O)N2CCc3ccccc3C2)cc1)NC(=O)NCc1ccco1 ?
HCV inhibitor: 8%; Giardia FBPA inh: 5%; Cycloheximide cs: 7; Pf growth 96h: -31%; Shiga toxin inh: -15

What do the screens show for `COc1cccc(NC(=O)CCC2CCN(C(=O)c3ccc(C(C)=O)s3)CC2)c1`?
Pf growth 48h: -9%; HCV inhibitor: 9%; Cycloheximide cs: 2; Pf growth 96h: inconclusive; Shiga toxin inh: -4

How did COc1ccccc1S(=O)(=O)Cc1ccc(C(=O)NC2CC2)o1 do in these assays?
Pf growth 48h: 31%[activator]; HCV inhibitor: 18%; Cycloheximide cs: 0; Pf growth 96h: inconclusive; Shiga toxin inh: 5

What do the screens show for `Cn1c(=O)c2c(ncn2CC(=O)OCC(=O)Nc2ccc(Cl)cc2Cl)n(C)c1=O`?
Pf growth 48h: 9%; HCV inhibitor: 6%; Giardia FBPA inh: 0%; Cycloheximide cs: 0; Pf growth 96h: 34%[activator]; Shiga toxin inh: -5

Results for CCN(CC(=O)NCCc1ccc(Cl)cc1)Cc1nc2ccccc2c(=O)[nH]1 ?
Pf growth 48h: inconclusive; HCV inhibitor: -11%; Giardia FBPA inh: -6%; Cycloheximide cs: 6; Pf growth 96h: inconclusive; Shiga toxin inh: -6

Results for C/C(=N\NC(=O)CN1CCCCC1)c1ccccc1O ?
Pf growth 48h: inconclusive; HCV inhibitor: inconclusive; Giardia FBPA inh: -16%; Cycloheximide cs: 23*; Pf growth 96h: 32%; Shiga toxin inh: 39*

Results for CCOc1ccc(NC(=O)CCN2C(=O)c3cccc([N+](=O)[O-])c3C2=O)cc1 ?
Pf growth 48h: 7%; HCV inhibitor: -3%; Giardia FBPA inh: 6%; Cycloheximide cs: -2; Pf growth 96h: inconclusive; Shiga toxin inh: -7

What do the screens show for `O=C1c2cccnc2C(O)N1Cc1ccc(F)cc1` (stereo not drawn)?
Pf growth 48h: -8%; HCV inhibitor: 10%; Giardia FBPA inh: 2%; Cycloheximide cs: 4; Pf growth 96h: 0%; Shiga toxin inh: 10

Random excerpt: 2 records from the list
Results for O=C(COC(=O)c1ccc(S(=O)(=O)N2CCc3ccccc3C2)cc1)NC(=O)NCc1ccco1 ?
HCV inhibitor: 8%; Giardia FBPA inh: 5%; Cycloheximide cs: 7; Pf growth 96h: -31%; Shiga toxin inh: -15

How did C=CCOCCN(C)C1=NS(=O)(=O)c2ccccc21 do in these assays?
Pf growth 48h: 13%; HCV inhibitor: -12%; Giardia FBPA inh: 1%; Cycloheximide cs: -4; Pf growth 96h: 35%[activator]; Shiga toxin inh: -14
